Screening results: PubChem, National Center for Advancing Translational Sciences (NCATS)
HT1080-NT tox: qHTS for induction of synthetic lethality in tumor cells producing 2HG: qHTS for the HT-1080-NT fibrosarcoma cell line; AID 686970, 2013; HT-1080-NT fibrosarcoma viability, CellTiter-Glo ATP luminescence, 48 h; 360,000 compounds, 1.6% hits; Potency, µM (series often up to 46.1 µM), for inactives: at the highest dose activity, negative = less viability, usual class: cytotoxic;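 note: NT is the 2HG producing partner of a matched IDH1 knockdown line; potency is the fitted concentration of half-maximal effect; 0% = DMSO-treated cells and -100% = media-only wells without cells; nearly all actives have a fitted effect of over 55% in size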
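Read-out is CellTiter-Glo luminescence after 10 minutes at room temperature, following 48 hours' compound treatment of HT-1080-NT cells (750 cells/well, RPMI, 5% FBS, 37 degrees C).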
ATXN viability: Viability Counterscreen for Primary qHTS for Inhibitors of ATXN expression. 400,000 compounds, 0.49% hits. Potency, µM (doses to about 56.7 µM), hits mostly cytotoxic. S2 cells (HEK-293 line with an ATXN2-luciferase reporter) viability, CellTiter-Fluor protease fluorescence, 24 h; note: potency is the fitted concentration of half-maximal effect; nearly all actives have a fitted effect of over 40% in size
ATXN2 expr inh: Primary qHTS for Inhibitors of ATXN expression; 360,000 compounds, 0.72% hits; HEK-293 ATXN2-luciferase reporter, luminescence, 24 h; Potency, µM (titrated, usually from 57 µM), for the others: at the highest dose activity change, negative = inhibition, hits mostly inhibitors; AID 1745845, 2022; note: potency is the fitted concentration of half-maximal effect; % is set by controls: 0 for no effect and ±100 for the full control effect; nearly all actives have a fitted effect of over 55% in size
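qHTS (up to 57 uM final) was run with 24 h compound exposure of reporter cells at 37 °C. Each well was multiplexed: SteadyGlo luminescence measured ATXN2-luciferase expression after a fluorogenic Gly-Phe-AFC viability readout (25 uM final).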
MCF10A rerep: A quantitative high throughput screen for small molecules that induce DNA re-replication in MCF 10a normal breast cells | MCF 10A DNA re-replication, Hoechst nuclear intensity, 48 h | Potency, µM (top dose mostly 46.1 µM), for the others: at the top dose activity, positive = re-replication, actives largely listed as activators | 350,000 compounds, 2.9% hits; note: potency is the fitted concentration of half-maximal effect; % of control where 0% means no effect; nearly all actives have a fitted effect of over 50% in size
KB-3-1 cytotox: qHTS assay for MDR1-selective chemotherapeutics: Primary screen using the parental adenocarcinoma cell KB-3-1. KB-3-1 viability, CellTiter-Glo ATP luminescence, 72 h. Potency, µM (doses to about 46.1 µM), for the others: top-dose activity change, negative = cytotoxic, actives largely listed as cytotoxic. 400,000 compounds, 1.4% hits; note: potency is the fitted concentration of half-maximal effect; % is set by controls: 0 for no effect and ±100 for the full control effect; nearly all actives have a fitted effect of over 60% in size
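KB-3-1 parental drug-naive adenocarcinoma cells in DMEM/10% FBS, incubated 72 h at 37 C with pin-transferred compounds across a concentration series. Viability by CellTiter-Glo luminescence; concentration-response curves fitted after normalization.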
HT1080 IDH1KD tx: qHTS for induction of synthetic lethality in tumor cells producing 2HG: qHTS for the HT-1080-IDH1KD cell line; HT-1080 IDH1 knockdown viability, ATP luminescence, 48 h; AID 686971, 2013; Potency, µM (highest dose often 46.1 µM), for the others: at the top dose activity, negative = toxicity, actives largely listed as cytotoxic; 360,000 compounds, 2% hits;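 note: potency is the fitted concentration of half-maximal effect; 0% = DMSO wells and -100% = cell-free medium wells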
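Cytotoxicity counter-line: IDH1KD HT-1080, 48 h, CellTiter-Glo. Curves classed by r2, magnitude and activity.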
KB-V1 cytotox: qHTS assay for MDR1-selective chemotherapeutics: Primary screen using the drug-selected MDR subline cells KB-V1; KB-V1 MDR cells viability, CellTiter-Glo, 72 h; Potency, µM (top dose mostly 46.1 µM), for inactives: at the top dose activity change, negative = cytotoxicity, usual class: cytotoxic; 400,000 compounds, 3.4% hits; AID 1347076, 2019; note: potency is the fitted concentration of half-maximal effect; % is set by controls: 0 for no effect and ±100 for the full control effect; nearly all actives have a fitted effect of over 60% in size
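Following 72 h at 37 degrees C with compound, KB-V1 cell viability was read by CellTiter-Glo luminescence, medium being phenol-red-free DMEM plus 10% FBS; concentration-response parameters came from normalized, curve-fitted qHTS data.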
IL1B secr inh: qHTS for Inhibitors of Inflammasome Signaling: IL-1-beta AlphaLISA Primary Screen. activity change, % at 57.5 µM. THP-1 LPS/ATP IL-1B secretion, AlphaLISA, 16 h; active compounds read low. AID 743279, 2014. 360,000 compounds, 4.7% hits; in the data active = activity change below about -50%; inconclusive = mostly about -30% to -49%; note: % is set by controls: 0 for no effect and ±100 for the full control effect
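THP-1 cells pretreated 1 hr with compounds (up to 57.5 uM final), then stimulated with LPS (250 ng/mL final) plus ATP (1.25 mM final); secreted IL-1B measured by AlphaLISA after 16 hr, decreased signal indicating inhibition.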
SW480 rereplic: A quantitative high throughput screen for small molecules that induce DNA re-replication in SW480 colon adenocarcinoma cells; SW480 DNA re-replication, Hoechst DNA content imaging, 48 h; Potency, µM (top dose mostly 46.1 µM), for inactives: at the highest dose re-replication activation, hits mostly activators; 340,000 compounds, 1.8% hits; AID 624297, 2012; note: potency is the fitted concentration of half-maximal effect; % of control where 0% means no effect; nearly all actives have a fitted effect of over 55% in size
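Image-based read-out: total Hoechst fluorescence of nuclei (405 nm excitation, 500-530 nm emission), with hits raising the fraction of high-intensity nuclei. SW480 colon cells incubated 48 hr with compounds at 37 C.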
Starred values were filed as active, the others as inactive; i = inactive; ? = inconclusive; . = not tested or not shown; [ ] = remark or other dose. Unless noted, calls come from the whole dose curve; as a rule, active = well fitted curve in the direction sought with a large enough effect; inconclusive = small, poorly fitted or top-dose-only effect, or another doubt; inactive = no such curve, though single readings can be large; an effect the other way counts as inactive or inconclusive. The list is partial. The share of hits here may be higher or lower than overall.

SMILES | HT1080-NT tox | ATXN viability | ATXN2 expr inh | MCF10A rerep | KB-3-1 cytotox | HT1080 IDH1KD tx | KB-V1 cytotox | IL1B secr inh | SW480 rereplic
COc1ccc(-[n+]2c(-c3ccccc3)cc(-c3ccccc3)cc2-c2ccccc2)cc1 | 8.2µM* | ? | ? | ? | 7.3µM* | 7.3µM* | -19% | -76* | ?
Cc1nn(-c2ccccc2)c(C)c1NC(=O)COC(=O)Cc1ccccc1 | 2% | i | -9% | 2% | 2% | -1% | -1% | 5 | -4%
O=C(c1cc2c(s1)CCCCCC2)N1CCC2(CC1)OCCO2 | 1% | i | 24% | ? | 27% | 1% | 11% | 15 | -3%
Nc1c(C(=O)NCCc2ccccc2)c2nc3ccccc3nc2n1CCN1CCOCC1 | 18µM* | i | ? | 1% | 1% | ? | 23µM* | -86* | 8%
COc1cc2c(cc1OC)C1[C@H]3C(=CC[C@H]1OC2O)CCN3C (some centres not stated) | 0% | i | -8% | 2% | 0% | 10% | 12% | -9 | -23%
Cc1ccc2nc(C)n(-c3ccc(F)cc3)c(=O)c2c1 | -3% | i | 7% | -4% | 4% | -8% | -3% | 2 | -6%
O=[N+]([O-])c1ccc(Cl)c([N+](=O)[O-])c1 | 5.2µM* | 18µM* | ? | ? | ? | 18µM* | 16µM* | -110* | ?
CN1C(=O)C(=Cc2ccccc2OS(=O)(=O)c2ccccc2)C(=O)N(C)C1=O | 7% | i | -21% | ? | 0% | 8% | 14% | -10 | 7%
COc1ccc(-c2ccc3c(c2)CNCc2cnnn2-3)cc1 | ? | i | 16% | . | 0% | 7% | 0% | -5 | .
CC(C)(C)NCC(O)c1cc(Cl)c(N)c(C(F)(F)F)c1 (configuration not stated) | . | ? | 3% | -4% | . | . | . | . | 2%
Cc1nn(Cc2ccccc2)c(C)c1C(=O)NCc1ccccc1F | 15% | i | -16% | -1% | 21% | 15% | ? | -23 | -5%
Nc1ccc2nc3c(c(Cl)c2c1)CCCC3 | ? | i | 36% | 16µM* | ? | ? | ? | 37 | ?
CCC1(O)C(=O)OCc2c1cc1n(c2=O)Cc2cc3c(N)cccc3nc2-1 (configuration not stated) | 1.6µM* | ? | ? | -10% | 0.21µM* | 0.65µM* | 1.5µM* | -97* | ?
CCCC(=O)Nc1cc(C(=O)N2CCC3(CC2)OCCO3)ccc1S(=O)(=O)c1ccc(C)cc1 | 4% | i | -6% | -3% | -25% | -2% | 10µM* | 30 | -3%
O=C(Cc1ccccc1)OCCN1CCCCC1 | 10% | i | 6% | -3% | 3% | 13% | 17% | 14 | 0%
Cc1cc(N2C(=O)CC(N3CCC(n4c(=O)[nH]c5ccccc54)CC3)C2=O)no1 (configuration not stated) | 23% | i | 5% | -7% | 5% | 16% | 21% | 0 | -7%
CCCCCn1c(=O)c(C(=O)Nc2ccccc2Cl)c(O)c2ccccc21 | 1% | . | . | -5% | 4% | 3% | -4% | 37 | -1%
CCCCNC(=O)NC(C(N)=O)P(=O)(OCC)OCC (configuration not stated) | 2% | i | -4% | 21% | 1% | 5% | 19% | -10 | -13%
CC1([N+](=O)[O-])COP(=O)(NCc2cccnc2)OC1 (configuration not stated) | 20% | i | -13% | -2% | 5% | 19% | ? | -12 | -7%
O=P1(c2ccccc2)CC=CC1 | ? | i | 11% | . | 0% | 14% | 3% | 27 | .

Random excerpt: two compounds from above, in no set order.
SMILES | HT1080-NT tox | ATXN viability | ATXN2 expr inh | MCF10A rerep | KB-3-1 cytotox | HT1080 IDH1KD tx | KB-V1 cytotox | IL1B secr inh | SW480 rereplic
CC(C)(C)NCC(O)c1cc(Cl)c(N)c(C(F)(F)F)c1 (configuration not stated) | . | ? | 3% | -4% | . | . | . | . | 2%
O=[N+]([O-])c1ccc(Cl)c([N+](=O)[O-])c1 | 5.2µM* | 18µM* | ? | ? | ? | 18µM* | 16µM* | -110* | ?

The list goes on:
SMILES | HT1080-NT tox | ATXN viability | ATXN2 expr inh | MCF10A rerep | KB-3-1 cytotox | HT1080 IDH1KD tx | KB-V1 cytotox | IL1B secr inh | SW480 rereplic
CCCCP(=O)(O)CCC(=O)O | 14% | i | 6% | 4% | 0% | 13% | 11% | 21 | -4%
COc1cc(-c2nc3ccc(Cl)cn3c2Nc2ccc3c(c2)OCCO3)ccc1O | . | ? | -10% | . | -3% | . | -17% | . | .
Cc1nc2cc(C(=O)N3CCC4(CC3)OCCO4)ccc2n1-c1ccc(Br)cc1 | 2% | i | -5% | 3% | 0% | 0% | -11% | 2 | 1%
Cn1c(O)c(/C=C2\N=c3ccccc3=C2CCNC(=S)NC2CC2)c(=O)n(C)c1=O | 6% | ? | ? | ? | -2% | -1% | -1% | -96* | ?
NC1=C(Br)C(=O)c2ccccc2C1=O | 26µM* | ? | ? | ? | ? | 21µM* | 12µM* | -8 | -59%[inhibitor]
Cc1ccc(N2C(=O)NC(=O)/C(=C\c3cccn3C(C)(C)C)C2=O)cc1 | 2% | i | . | 9% | 2% | 0% | -3% | -5 | ?
O=C(Nc1nc(-c2ccccc2)c(-c2ccccc2)s1)c1ccc(S(=O)(=O)N(CCCl)CCCl)cc1 | -10% | i | 8% | ? | -24% | -12% | ? | 0 | -19%
CCOc1cc2c(cc1OCC)-n1cccc1C(c1cccc(F)c1)NC2 (configuration not stated) | -23% | i | 5% | -4% | -18% | -21% | 0% | ? | 8%
CC(OC(=O)c1cn(C)c2ccccc12)C(=O)N1CCCC1 (configuration not stated) | 1% | i | 0% | 0% | 5% | -3% | 1% | 19 | 3%
CCCCN=Cc1c(O)n(-c2c(C)cc(C)cc2C)c(=O)[nH]c1=O | 0% | i | -6% | -2% | 6% | 1% | 9% | -1 | -3%
COc1ccc(CNCCc2c(C)[nH]c3ccc(OC(F)(F)F)cc23)c(OC)c1 | 21µM* | ? | ? | 21µM* | ? | 23µM* | 7.3µM* | -95* | ?
CCCCCCN=C(C)c1c(O)n(Cc2ccccc2)c(=O)[nH]c1=O | 7% | i | 0% | 2% | -2% | 6% | ? | 15 | 0%
O=C(COc1ccc2ccccc2c1)N1CCN(Cc2ccncc2)CC1 | -1% | ? | -3% | -7% | -4% | 0% | -10% | 34 | -4%
CC1=NCCc2c1[nH]c1ccccc21 | 1% | i | -5% | 22% | 0% | 1% | ? | 0 | -6%
Cc1cc(N)n(C2CCN(C)CC2)n1 | 4% | i | 3% | -1% | -2% | 4% | 19% | -1 | -7%
CCOc1ccc(-c2cc(C(=O)N3CCC4(CC3)OCCO4)c3ccccc3n2)cc1 | 1% | i | 51%[activator] | 5% | 17% | 10% | -8% | 18 | -2%
Clc1ccc(N2CCN(Cc3ccccc3Cl)CC2)cc1 | 5% | i | -2% | 0% | 0% | -5% | -26% | 4 | 11%
CCCN(CC1CC1)CC(O)c1ccccc1 (configuration not stated) | 2% | i | 16% | -22% | 8% | 3% | 1% | -2 | -6%
O=C(c1ccc(C(F)(F)F)cc1)C1CCCN(Cc2ccc(CO)o2)C1 (configuration not stated) | -3% | i | . | 16% | -14% | 2% | 18µM* | -4 | 24%
Cc1cccc(OP(N)(=O)Oc2cccc(C)c2)c1 | 6% | . | 3% | -3% | 0% | 4% | 20% | 0 | -4%
O=c1[nH]c2ccccc2n1C1CCN(C(CCc2ccccc2)c2nnnn2-c2ccc3c(c2)OCCO3)CC1 (configuration not stated) | 13µM* | . | 7.9µM* | . | ? | 15µM* | 23µM* | ? | .
CCCC1CCCCC12C(=O)NC(=O)NC2=O (configuration not stated) | 17% | ? | -3% | 18% | -1% | -2% | -14% | 25 | 0%
COc1ccc2nc(NC(=O)CCc3nc(C4=CCN(C)CC4)no3)sc2c1 | 13% | i | 2% | 4% | 3% | 6% | 2% | -21 | -4%
N#CC(C#N)=C(N)c1cccnc1 | 29% | i | 0% | -3% | ? | 19% | ? | 9 | -129%[inhibitor]
Cc1cccc(OP(=O)(Nc2ccc(F)cc2)Oc2cccc(C)c2)c1 | 23µM* | i | -24% | ? | ? | ? | ? | -72* | ?
CCCn1nc2ccccc2c1P(=O)(N1CCOCC1)N1CCOCC1 | 4% | ? | 2% | -6% | 10% | 1% | ? | 19 | -5%
O=C(NCC(c1cccnc1)N1CCOCC1)Oc1ccccc1 (configuration not stated) | 1% | i | 1% | 4% | -1% | 2% | -13% | 9 | 0%
COc1ccc(N2C(=O)CC(N3CCC(n4c(=O)[nH]c5ccccc54)CC3)C2=O)cc1 (configuration not stated) | 7% | i | 2% | 25% | 16% | -5% | 1% | 31 | -5%
CCOC(=O)C1=C(N)OC(C)=C(C(=O)OCCOC)C12C(=O)Nc1ccccc12 (configuration not stated) | ? | i | 8% | -1% | 6% | 10% | 5% | 18 | -10%
Cn1c(O)c(/C=N/N2CCOCC2)c(=O)n(-c2ccccc2)c1=S | -8% | i | -23% | 14% | 5% | -6% | 0% | 14 | -3%
O=S(=O)(c1ccc(Cl)cc1)N1CC1c1ccccc1 (configuration not stated) | -5% | i | 3% | 22% | 3% | 0% | ? | -2 | -55%[inhibitor]
O=C(O)C1C2c3ccccc3C(c3ccccc32)C1C(=O)Nc1ccccc1 (configuration not stated) | 0% | i | 3% | 11% | -3% | -4% | 11% | 24 | -2%
